Cav32 inh = blocks human Cav3.2 T-type calcium channel; Cav3.2-expressing cells, Fluo-4 calcium fluorescence FDSS; active compounds read low; 100,000 compounds, 4% hits; B-score at 10 µM;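 active = single-dose well whose peak fluorescence ratio is a statistical outlier from its plate by either plate-standardised score or position-corrected B-score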
Target sequence (O95180 whole entry, looked up): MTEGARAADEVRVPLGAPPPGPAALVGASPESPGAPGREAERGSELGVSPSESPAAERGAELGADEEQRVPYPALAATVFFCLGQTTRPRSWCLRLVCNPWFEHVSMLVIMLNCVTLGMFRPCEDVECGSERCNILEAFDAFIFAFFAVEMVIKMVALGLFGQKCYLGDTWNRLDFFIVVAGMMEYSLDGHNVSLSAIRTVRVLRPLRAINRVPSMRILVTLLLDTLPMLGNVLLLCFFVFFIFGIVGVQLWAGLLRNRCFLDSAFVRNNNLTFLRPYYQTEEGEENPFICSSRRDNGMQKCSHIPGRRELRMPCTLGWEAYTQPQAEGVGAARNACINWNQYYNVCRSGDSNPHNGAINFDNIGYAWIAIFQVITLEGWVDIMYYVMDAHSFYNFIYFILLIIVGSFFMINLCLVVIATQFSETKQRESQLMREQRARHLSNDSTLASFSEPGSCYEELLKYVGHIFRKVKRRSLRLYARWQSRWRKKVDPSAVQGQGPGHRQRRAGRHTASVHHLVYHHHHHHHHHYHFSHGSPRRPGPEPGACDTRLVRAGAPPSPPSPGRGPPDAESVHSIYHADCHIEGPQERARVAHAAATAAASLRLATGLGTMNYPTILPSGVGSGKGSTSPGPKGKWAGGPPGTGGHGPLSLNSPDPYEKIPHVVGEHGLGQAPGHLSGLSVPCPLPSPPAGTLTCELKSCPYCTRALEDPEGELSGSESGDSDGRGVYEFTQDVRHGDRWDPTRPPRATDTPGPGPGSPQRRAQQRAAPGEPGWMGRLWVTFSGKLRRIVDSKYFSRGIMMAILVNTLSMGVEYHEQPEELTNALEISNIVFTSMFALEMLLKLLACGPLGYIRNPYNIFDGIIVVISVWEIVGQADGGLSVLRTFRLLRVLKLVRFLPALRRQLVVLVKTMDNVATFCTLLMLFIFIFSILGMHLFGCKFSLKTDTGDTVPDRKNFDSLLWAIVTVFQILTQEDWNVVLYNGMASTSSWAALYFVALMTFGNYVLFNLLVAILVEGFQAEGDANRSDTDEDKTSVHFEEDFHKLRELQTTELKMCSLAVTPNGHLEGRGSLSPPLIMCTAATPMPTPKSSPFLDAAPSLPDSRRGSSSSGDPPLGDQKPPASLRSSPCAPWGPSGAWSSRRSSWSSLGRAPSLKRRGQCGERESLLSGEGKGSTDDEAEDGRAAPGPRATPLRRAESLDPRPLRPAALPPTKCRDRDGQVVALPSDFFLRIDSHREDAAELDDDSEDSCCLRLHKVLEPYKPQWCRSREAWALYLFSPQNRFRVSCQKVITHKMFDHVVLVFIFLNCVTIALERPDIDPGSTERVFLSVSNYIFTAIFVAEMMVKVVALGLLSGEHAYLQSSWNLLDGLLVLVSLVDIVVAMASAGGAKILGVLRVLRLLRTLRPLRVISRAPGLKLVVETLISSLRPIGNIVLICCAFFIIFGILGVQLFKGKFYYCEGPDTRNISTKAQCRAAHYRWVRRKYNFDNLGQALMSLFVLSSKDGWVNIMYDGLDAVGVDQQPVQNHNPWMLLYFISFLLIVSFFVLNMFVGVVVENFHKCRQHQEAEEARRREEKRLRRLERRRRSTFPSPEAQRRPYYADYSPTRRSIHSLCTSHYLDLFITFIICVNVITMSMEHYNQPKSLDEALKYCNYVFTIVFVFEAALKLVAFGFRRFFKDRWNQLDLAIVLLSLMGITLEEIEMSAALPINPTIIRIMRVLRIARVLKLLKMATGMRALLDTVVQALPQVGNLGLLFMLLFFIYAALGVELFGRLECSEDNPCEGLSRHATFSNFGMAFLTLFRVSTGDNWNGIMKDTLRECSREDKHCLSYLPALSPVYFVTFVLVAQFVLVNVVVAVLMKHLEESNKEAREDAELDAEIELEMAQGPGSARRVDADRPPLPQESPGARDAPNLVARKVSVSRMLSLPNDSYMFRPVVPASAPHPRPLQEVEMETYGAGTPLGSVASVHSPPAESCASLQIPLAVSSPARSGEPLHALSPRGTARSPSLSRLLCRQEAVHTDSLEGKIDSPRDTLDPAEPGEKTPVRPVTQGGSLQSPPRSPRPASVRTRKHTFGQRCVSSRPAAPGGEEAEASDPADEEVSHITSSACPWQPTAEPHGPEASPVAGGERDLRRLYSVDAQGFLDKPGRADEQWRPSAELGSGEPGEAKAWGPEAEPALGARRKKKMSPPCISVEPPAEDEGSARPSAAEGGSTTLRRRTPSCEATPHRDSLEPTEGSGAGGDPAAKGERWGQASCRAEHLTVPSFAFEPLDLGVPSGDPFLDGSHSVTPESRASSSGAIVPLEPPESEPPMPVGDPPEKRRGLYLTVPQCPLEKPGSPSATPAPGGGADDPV
* = called active by the depositor. Only part of the results is shown, so the mix of outcomes need not match the whole.

Cav32 inh	Structure
-1.1	COCCNC(=O)c1ccc(CS(=O)(=O)c2ccc(OC)cc2)o1
-0.81	COC(=O)c1ccccc1NC(=O)c1c(O)c2c([nH]c1=O)CCCC2
0.75	O=C(CN1CCCCC1)N1CCCc2ccccc21
0.014	Cc1ccc2nc(-c3sc4nc(C)cc(C)c4c3N)[nH]c2c1
-0.56	N=c1sccn1CC(=O)Nc1cccc(Oc2ccccc2)c1
-1.1	CCc1cc(C(=O)c2ccccc2OC)c(N)s1
-9.4*	CCOC(=O)C1Cn2c(nc3c(c2=O)C(C)(CC)Cc2ccccc2-3)S1 (configuration not stated)
1.2	O=C(OCC(=O)c1cccs1)c1ccccc1
-0.38	O=C(C1c2ccccc2C(=O)N2CCc3ccccc3C12)N1CCN(Cc2ccccc2)CC1 (configuration not stated)
-0.63	COc1ccc(NC(=O)CCC(=O)OCc2ccc(C(=O)Oc3ccc(Cl)cc3)cc2)cc1
-0.011	Cc1nc(=O)c(-c2ccccc2)c(C)n1CCO
-0.3	O=C(CCl)Nc1ccccc1Sc1ccccc1
0.99	O=C(CNC(=O)/C(=C\c1ccc(F)cc1)NC(=O)c1ccccc1)OCc1ccccc1
-0.66	CCOC(=O)N1CCN(C(=O)CN(c2ccc(Oc3ccccc3)cc2)S(C)(=O)=O)CC1
-2.5	CC1(C)Oc2ccc(NC(=O)C3COc4ccccc4O3)cc2O1 (configuration not stated)
-3	Cn1nc(-c2ccccc2)c(-c2nc(-c3cccc(C(F)(F)F)c3)no2)c1Cl
0.51	O=C(N/N=C/c1ccco1)c1ccncc1
0.25	Cc1cnc(C(=O)Nc2nnc(C3CC3)s2)cn1
0.12	COc1ccc(-c2nnc3c4ccccc4c(C)nn23)cc1
1.1	O=C(C1CCCO1)N1CCN(C(c2ccccc2)c2ccccc2)CC1 (configuration not stated)

Following part
Cav32 inh	Structure
-1.1	O=C1c2ccc(Oc3ccc4c(c3)C(=O)N(CCCO)C4=O)cc2C(=O)N1CCCO
-1.9	CCCCCCCC1CC(CSc2ncn[nH]2)OC1=O (configuration not stated)
-0.19	CCC(C)(C)NC(=O)C(c1ccccc1F)N(C(=O)c1ccn[nH]1)c1ccccc1 (configuration not stated)
-1.8	O=C(NCC1COc2ccccc2O1)c1ccc(NC(=O)c2ccco2)cc1 (configuration not stated)
-0.95	COc1ccc(Cl)cc1N1C(=O)C2CCCN2C1c1ccc(F)c(F)c1 (configuration not stated)
-4.7	Cn1nc(C(F)(F)F)c(C(=O)Nc2cccc(C(F)(F)F)c2)c1SCc1ccc(Cl)cc1
0.44	Cc1ccc(CC(NC(=O)c2ccccc2)C(=O)NC(C)C(=O)O)cc1 (configuration not stated)
0.31	CN(C)/C=C/C(=O)c1ccc(Cl)cc1
-1	Cc1ccc(S(=O)(=O)c2cc3ccccc3oc2=Nc2ccc3c(c2)OCO3)cc1
1.4	CN1CCN(C(=O)C2=C[C@@H](c3csc4ccccc34)C[C@@H](OCCCCO)O2)CC1
-2.4	COc1cc(C2C(C#N)=C(N)Oc3cc(N(C)C)ccc32)cc2c1OCO2 (configuration not stated)
-6.5*	CC1CCN(C(=S)c2cn(Cc3ccccc3F)c3ccccc23)CC1
0.76	COc1ccc(NC(=O)CC#N)cc1OC
-0.47	Cc1cc(C)cc(NC2=NC3(CCCCC3)N=C(N)N2)c1
0.012	Cc1ccc(S(=O)(=O)N2CCC(C(=O)N3CCN(Cc4ccccc4)CC3)CC2)cc1
0.28	COC(=O)c1ccccc1S(=O)(=O)Nc1ccc(OC)nc1
0.5	Cc1[nH]c2ccccc2c1C(=O)CN1CCSCC1
-1.1	COCCNS(=O)(=O)c1cc(OC)c(Cl)cc1Cl
1.8	COc1ccccc1NC(=O)CCn1cccc1
-2	COc1ccc(-c2cc3nc(C)cc(N)n3n2)cc1

Next structures
Cav32 inh	Structure
-0.46	CCOC(=O)C1=C(C)NC(C)=C(C(=O)OCC)C1c1ccccn1
-7.5*	CN(C)c1ccc(/C=C/C(=O)c2cccc(Br)c2)cc1
-0.21	CCOC(=O)COn1c(=O)c(=O)n(O)c2ccccc21
0.61	O=C1c2ccccc2-c2onc3ccc(Oc4ccccc4)c1c23
-0.024	NC(=O)c1ccc(N2CCCCC2)c(N2C(=O)C3CC=CCC3C2=O)c1 (configuration not stated)
0.39	NC(=O)C1CCN(C(=O)CN(c2cccc(C(F)(F)F)c2)S(=O)(=O)c2ccccc2)CC1
-0.95	CS(=O)(=O)c1cccc(C(=O)NCc2ccccc2)c1
-4.4*	CC(C)C[C@H](NC(=O)OC(C)(C)C)C(=O)N/N=C/C1=Cc2ccccc2OC1C (some centres not stated)
-0.12	CCc1ccc(-c2csc3[n+]2CCN3C(C)=O)cc1
-3.9*	O=c1[nH]c(CSc2nnc(COc3ccccc3)n2-c2ccccc2)nc2ccccc12
1.3	COc1cc(NC(=O)c2noc3c2CCC3)c(OC)cc1Cl
0.067	COc1ccc(F)cc1S(=O)(=O)N1CCCC(C)C1 (configuration not stated)
-0.034	Cc1ccc2c(c1)COc1c3ccc(C(=O)N4CCCCC4)cc3nn1-2
-0.24	COc1ccc(C(=O)Nc2cccc(-c3nnc(-c4ccco4)o3)c2)cc1
-0.78	Nc1ccc2c(c1)-c1ccccc1S(=O)(=O)N2
-5.5*	Cc1nc2cc(-c3cccc(F)c3)nn2c(C)c1CCC(=O)NC(C)CCc1ccco1 (configuration not stated)
-0.35	CCCc1cc(C(=O)OC)c(NC(=O)OCC)s1
-1.1	Nc1ccc(Oc2ccc3nc(-c4ccccc4)c(-c4ccccc4)nc3c2)cc1
0.55	COc1ccc(N2CCN(C(=O)c3ccc(C)cc3Cl)CC2)cc1
-1	Cc1cc(/C([O-])=C(/C(=S)Nc2ccccc2)[n+]2ccccc2)c(C)n1-c1ccccc1

Later entries.
Cav32 inh	Structure
-0.5	CC(C)Oc1cccc(-c2nnc(SCC(=O)Nc3ccc4c(c3)OCCO4)n2N)c1
-0.16	CCCc1cc(C(=O)NCCc2ccccc2)no1
-0.83	CCNC(=O)/C(=C/c1ccc2c(c1)OCO2)NC(=O)c1ccc(Br)cc1
-0.1	CCOc1nc(NC(=O)NS(=O)(=O)Oc2ccccc2Cl)nc(-c2ccccc2)n1
1.3	COC(=O)C(C(=O)N1CCN(C)CC1)C1CCCCCC1 (configuration not stated)
-1.2	CCOC(=O)c1c(N)sn(-c2ccccc2C)c1=S
-0.025	O=C(CN1C(=O)CSC1=O)Nc1ccc(N2CCOCC2)cc1
-0.65	O=S(=O)(c1cccs1)N1CCN(c2ccccn2)CC1
-4.1	Cn1c(C(=O)OC(C(=O)NC2CCCCC2)c2ccccn2)cc2sccc21 (configuration not stated)
-0.64	Cc1cc(N2CCOCC2)nc2ccc(NC(=O)CCC(=O)N3CCC(C)CC3)cc12
0.22	Cc1ccc(S(=O)(=O)NC(C)(C)CSc2nnc(N)s2)cc1
0.015	Nc1nc(-c2ccccc2)c(-c2ccccc2)s1
0.36	Cn1c(-c2cccc(Br)c2)cnc1NCc1cccnc1
0.43	CCOC(=O)c1c(C)[nH]c(C(=O)COC(=O)C23CC4CC(CC(Cl)(C4)C2)C3)c1C
0.85	CCOC(=O)CS(=O)(=O)c1nc(-c2ccc(F)cc2)cc(C(F)(F)F)n1
0.11	CCCCNC(=O)COC(=O)CCC(=O)c1ccc(F)cc1
1.5	CC#CCCCC(=O)Nc1cc(OC)nc(OC)n1
-0.95	O=C1SC(c2ccccc2)=N/C1=C/c1ccco1
0.53	O=C(c1ccc(F)cc1F)N(Cc1ccccn1)Cc1ccco1
-0.078	CCOc1cc(-c2c(C)c(C)nc(N)c2C#N)ccc1O

More records follow.
Cav32 inh	Structure
-0.014	O=C(CN(C1CCCCC1)S(=O)(=O)c1ccc(Cl)cc1)NCc1cccnc1
1.5	CC(C)OC(=O)CSc1nc(N)c(C#N)c(-c2ccco2)c1C#N
-2.8	CCOc1ccc2[nH]cc(C(=O)O)c(=O)c2c1
0.76	COc1ccc(C(=O)NCc2nnc(SCC(=O)Nc3nnc(C)s3)o2)cc1OC
-0.048	COc1ccc(S(=O)(=O)Nc2ccccc2OC)cc1C
-0.11	CCCCCCC1CC(C)(/C(C)=N/NC(N)=O)OC1=O (configuration not stated)
-2.2	COc1cc(NS(=O)(=O)c2cc(C)ccc2OC)c(OC)cc1Cl
-0.52	COc1ccc(-c2c(C)nn3c(-c4ccccc4)cc(C)nc23)cc1
-0.15	CCCNC(=S)Nc1ccc(Br)cc1
0.69	CC(=O)c1c(C)nn(C(C)CC(=O)O)c1C (configuration not stated)
-2.5	Cc1cc2oc(C(=O)Nc3c(C)n(C)n(-c4ccccc4)c3=O)c(C)c2cc1C
-1.5	Cc1cc(C)c(C#N)c(SCC(=O)c2cccs2)n1
1.1	COc1ccc(C2C(C(=O)N3CCN(c4ccc(OC)cc4)CC3)c3ccccc3C(=O)N2C)cc1 (configuration not stated)
-0.085	O=C(CSc1ccccn1)Nc1cccc(NC(=O)CSc2ccccn2)n1
-0.85	CCOC(=O)c1cnn(-c2cc(C)nc3c(-c4ccccc4)cnn23)c1N
0.1	Cc1occc1C(=O)Nc1ccc(S(=O)(=O)N2CCN(C)CC2)cc1
-0.52	O=S(=O)(c1cccc(C(F)(F)F)c1)N1CCN(c2ccccc2)CC1
-0.22	CC(C)CC1(C)NC(=O)NC1=O (configuration not stated)
0.93	COc1cc(NC(=O)c2cc(C)on2)cc(C(=O)Nc2cccc(C(F)(F)F)c2)c1
0.44	O=C(CCC(=O)c1ccccc1)Nc1cccnc1

(further entries)
Cav32 inh	Structure
1.1	COc1ccc(S(=O)(=O)Cc2ccc(C(=O)NCc3ccccn3)o2)cc1
-0.25	OCCc1ccc(-c2ccc(Cl)cc2)o1
0.5	CC1CCN(C(=O)CSc2nc3c(cnn3-c3ccccc3)c(=O)[nH]2)CC1
0.086	COc1ccc(Cl)cc1C(=O)Nn1c(C)nc2ccccc2c1=O
-0.086	O=C(NNC(=O)c1ccc([N+](=O)[O-])o1)c1ccccc1
0.28	Cc1onc(-c2ccccc2Cl)c1C(=O)NCCCN1CCOCC1
-5.8*	O=S(=O)(c1ccccc1)c1cnn(-c2ccccc2)c1-c1ccc(F)cc1
-0.22	Cc1cc(N/C=C\C(=O)c2ccc(Cl)c(Cl)c2)no1
-3.6	Cc1cc(C(C)(C)C)oc1C(=O)N(CC(=O)NC1CCCC1)Cc1ccccc1Cl
-1.6*	Cc1cc(C(C)(C)C)oc1C(=O)N(CC(=O)NC1CCCC1)c1c(C)cccc1C
1.2	Cc1ccc(S(=O)(=O)Nc2ccccc2F)cc1C(=O)NCCCN1CCCC1=O
1.9	COc1cccc(C(C(=O)NC(C)(C)C)N(C(=O)CCC(=O)Nc2cc(C)on2)C(C)C)c1OC (configuration not stated)
-3.3	CCC(C(=O)O/N=C(\N)c1cccc(C)c1)c1ccccc1 (configuration not stated)
0.041	O=C(C1=C[C@H](c2ccc3c(c2)OCO3)C[C@H](OCc2ccc(CO)cc2)O1)N1CCOCC1
-0.00082	C#CCNC(=O)C1=C[C@@H](C2CC2)C[C@@H](OCc2ccc(CO)cc2)O1
0.73	CC(C)C(c1nnnn1Cc1ccc2c(c1)OCO2)N1CCN(C)CC1 (configuration not stated)
-0.064	N#CC(Nc1ccccc1)c1ccccc1OCc1ccccc1 (configuration not stated)
-4.2*	COc1ccccc1C(c1nnnn1Cc1ccccc1)N1CCN(c2nc3ccccc3s2)CC1 (configuration not stated)
0.1	CCCC(C)C(=O)Nc1ccc(Cl)cn1 (configuration not stated)
0.48	CC1(C)CC(NC(=O)COc2ccc3ccccc3c2)CC(C)(C)N1

(cont.)
Cav32 inh	Structure
-0.47	O=C(COc1ccc(F)cc1)N1CCC(c2ccccc2)C1 (configuration not stated)
1.1	Cc1ccc(OCC(=O)n2cnnc2N)c(C)c1
0.76	O=C(CSc1ncn[nH]1)c1ccc2c(c1)OCCO2
-1.9	CCc1nnc(NC(=O)CSc2nnc(Cc3ccccc3)n2Cc2ccccc2)s1
-0.46	COc1ccc(-n2c(SCC(=O)Nc3ccc4c(c3)OCO4)nc3ccccc3c2=O)cc1
-0.5	O=C(CN1C(=O)C2C3C=CC(C3)C2C1=O)N1CC(=O)N(CCc2ccccc2)C(=O)C1 (configuration not stated)
1.1	Cc1ccc(-c2nnc(N3CCOCC3)c3ccccc23)cc1S(=O)(=O)NCC1CCCO1 (configuration not stated)
0.84	COc1ccc(-c2nc3ccccc3c(=O)n2CCCN2CCOCC2)cc1

Nothing new here: entries from further up.
Cav32 inh	Structure
1.2	Cc1ccc(S(=O)(=O)Nc2ccccc2F)cc1C(=O)NCCCN1CCCC1=O
1.9	COc1cccc(C(C(=O)NC(C)(C)C)N(C(=O)CCC(=O)Nc2cc(C)on2)C(C)C)c1OC (configuration not stated)
-3.3	CCC(C(=O)O/N=C(\N)c1cccc(C)c1)c1ccccc1 (configuration not stated)
0.041	O=C(C1=C[C@H](c2ccc3c(c2)OCO3)C[C@H](OCc2ccc(CO)cc2)O1)N1CCOCC1
-0.00082	C#CCNC(=O)C1=C[C@@H](C2CC2)C[C@@H](OCc2ccc(CO)cc2)O1
0.73	CC(C)C(c1nnnn1Cc1ccc2c(c1)OCO2)N1CCN(C)CC1 (configuration not stated)
-0.064	N#CC(Nc1ccccc1)c1ccccc1OCc1ccccc1 (configuration not stated)
-4.2*	COc1ccccc1C(c1nnnn1Cc1ccccc1)N1CCN(c2nc3ccccc3s2)CC1 (configuration not stated)
0.1	CCCC(C)C(=O)Nc1ccc(Cl)cn1 (configuration not stated)
0.48	CC1(C)CC(NC(=O)COc2ccc3ccccc3c2)CC(C)(C)N1
-0.47	O=C(COc1ccc(F)cc1)N1CCC(c2ccccc2)C1 (configuration not stated)
1.1	Cc1ccc(OCC(=O)n2cnnc2N)c(C)c1
0.76	O=C(CSc1ncn[nH]1)c1ccc2c(c1)OCCO2
-1.9	CCc1nnc(NC(=O)CSc2nnc(Cc3ccccc3)n2Cc2ccccc2)s1
-0.46	COc1ccc(-n2c(SCC(=O)Nc3ccc4c(c3)OCO4)nc3ccccc3c2=O)cc1
-0.5	O=C(CN1C(=O)C2C3C=CC(C3)C2C1=O)N1CC(=O)N(CCc2ccccc2)C(=O)C1 (configuration not stated)

Quoted from the listing:
Entry of `COc1ccc(C(=O)Nc2cccc(-c3nnc(-c4ccco4)o3)c2)cc1` under Cav32 inh: -0.24
Entry of `CC(C)CC1(C)NC(=O)NC1=O` (configuration not stated) under Cav32 inh: -0.22

Screening data (PubChem)
